Compound activity from PubChem.
H9c2 TAG inh = inhibitors of triacylglycerol accumulation, primary screen, cell-based, uHTS, fluorescence, H9c2. AID 651582, 2012. H9c2 cells, Nile Red lipid (TAG) fluorescence; cells loaded with 200 µM oleic acid. 0.66% of 230,000 active. inhibition, % at 12.5 µM;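 active means pattern-corrected inhibition of lipid staining of at least 50% with the nuclear-stain viability signal not falling by more than 50%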;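 further: 0% = DMSO wells and 100% = triacsin C control wells; some results filed as inactive read as strong as hits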
H9c2 TAG inh DAPI viability = recorded beside H9c2 TAG inh, whose call it bears; DAPI nuclei signal change (viability), lower = more cytotoxic, %;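 whole-well DAPI fluorescence read on a plate reader as a viability signal; minus 50 percent equals half of cells still viable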
Active calls of the source: *. The list is partial, so the mix of outcomes need not match the whole.

SMILES	H9c2 TAG inh	H9c2 TAG inh DAPI viability
O=C(Nc1cccc(S(=O)(=O)NC2=NCCC2)c1)c1ccccc1F	0	2
CCOC(=O)C1CCN(C(=O)CCS(=O)(=O)c2ccc3c(c2)CCN3C(=O)CC)CC1	-25	10
Cc1[nH]c2ccccc2c1C(=O)CN1C(=O)NC2(CCCCCC2)C1=O	4	-1
Cc1cccc(-c2noc(-c3cc4ccccc4oc3=O)n2)c1	12	-1
c1csc(-c2cn3c(n2)SCC3)c1	-14	0
COc1ccc(Br)cc1CNc1ccccc1	8	6
CCc1nc2ccc(C(=O)N(CC)CCN(C)C)cn2c1N(C)Cc1cccs1	1	4
Cc1nc2ccccc2c(=O)n1NC(=O)c1cccnc1Cl	-8	-1
COc1cc(F)ccc1-c1cc(C(=O)NCc2cccc(Cl)c2)[nH]n1	3	-6
Cn1nnnc1Sc1ncnc2scc(-c3ccc[nH]3)c12	42	-20
CS(=O)(=O)c1ccc(C(=O)OCC(=O)N2CCCc3ccccc32)cc1	20	-7
O=C(COc1ccc(-n2cnnn2)cc1)Nc1ccc(Br)cc1F	-8	2
COc1ccc(N2C(=O)CCC(C(=O)N3CCN(c4ccccn4)CC3)C2c2ccc(F)cc2)cc1 (stereo unspecified)	17	-3
CCOC(=O)c1cc(C(=O)NN)c(=O)[nH]c1C	0	3
CCCCC1=CC2=C(c3ccco3)C(=O)C(C)(OC(=O)c3ccc(OC)cc3)C(=O)C2=CN1CC(C)C (stereo unspecified)	-20	3
O=C(Nc1ccc(S(=O)(=O)Nc2ncccn2)cc1)c1ccc(S(=O)(=O)N2CCCC2)cc1	6	0
CCCn1c(SCC(=O)NC(C)c2ccccc2)n[nH]c1=O (stereo unspecified)	-18	6
Cc1ccc(NC(=O)C2CCCC2)c(Br)c1	-1	8
CC1CCCCN1CCCNC(=O)c1ccc2c(c1)NC(=O)CN2C (stereo unspecified)	10	-18
COc1cccc(C(=O)Nc2cc(S(=O)(=O)N3CCOCC3)ccc2N2CCOCC2)c1	7	-12

4 entries drawn at random from the list so far:
SMILES	H9c2 TAG inh	H9c2 TAG inh DAPI viability
CCc1nc2ccc(C(=O)N(CC)CCN(C)C)cn2c1N(C)Cc1cccs1	1	4
O=C(Nc1ccc(S(=O)(=O)Nc2ncccn2)cc1)c1ccc(S(=O)(=O)N2CCCC2)cc1	6	0
CCOC(=O)c1cc(C(=O)NN)c(=O)[nH]c1C	0	3
Cc1nc2ccccc2c(=O)n1NC(=O)c1cccnc1Cl	-8	-1

Continued:
SMILES	H9c2 TAG inh	H9c2 TAG inh DAPI viability
COc1ccccc1-c1ccc(SCC(=O)NCCc2ccccc2)nn1	-11	15
O=C(Nc1ccc(N2CCN(C(=O)c3ccccc3)CC2)c(Cl)c1)c1ncn[nH]1	-2	6
CCOC(=O)CC1OC(=O)c2cc3c(cc21)C(=O)OC3CC(=O)OCC (stereo unspecified)	5	-7
O=C(COC(=O)/C=C/c1ccc(OC(F)F)cc1)NC1CCCC1	-10	1
COc1ccc(Cl)cc1NC(=O)CN(C)C(=O)COc1ccccc1F	20	-6
CC(=O)Nc1cccc(-c2cc(NC=O)c3ncc(-c4ccc(C(C)=O)cc4)n3c2)c1	12	0
OC[C@@H]1CN(Cc2ccc(Cl)cc2)C[C@H](n2cnc3c(N4CCOCC4)ncnc32)O1	0	7
O=C(Nc1cc(=O)[nH]c2ncnn12)c1ccccc1F	8	2
COc1cc2c(cc1OC)C(c1cc([N+](=O)[O-])ccc1O)NCC2 (stereo unspecified)	25	-14
O=C(NCCc1c[nH]c2ccccc12)c1ccc2nc[nH]c2c1	8	10
C/C(=N/NC(=O)c1nnn(-c2nonc2N)c1CSc1ccc(Cl)cc1)c1ccncc1	-2	-4
Cc1cccc(NC(=S)N/N=C/C(C)c2ccccc2)c1C (stereo unspecified)	2	-3
CCSc1nc2ccccc2c(=O)n1CCc1ccc(OC)c(OC)c1	-7	5
COc1ccccc1N(C)S(=O)(=O)c1ccc(C(=O)Nc2cc(F)ccc2C)cc1	9	-1
Fc1ccc2cc(-c3cccnc3)ncc2c1	-12	-5
COc1ccc(NC(=O)Nc2c(SC)nsc2SC)cc1	4	-8
CN(C)C(=O)c1ccccc1NC(=O)Cc1cccc2ccccc12	-5	-6
Cc1cc(/C(N)=N/OC(=O)Nc2ccccc2)no1	-15	7
CCc1ccc(OCCn2ccnc2)cc1	-3	4
COc1ccc(-c2nnn(Cc3ccccc3)n2)cc1	-3	-3
COc1cc(NC(=O)c2ccc(C)cc2)c(OC)cc1NC(=O)CN1CCOCC1	-76	2
CCOc1ccc(CNCCc2ccc(S(N)(=O)=O)cc2)cc1	-10	0
COc1ccc(CCNC(=O)CSc2nnc(NC(C)=O)s2)cc1OC	10	-14
CN(C)C1=NC[C@H](Cc2ccccc2)N1CC1CCCCC1	0	1
Cc1c(NS(=O)(=O)c2cc(C(=O)OCC(=O)c3ccccc3F)ccc2Cl)c(=O)n(-c2ccccc2)n1C	3	-1
C/C=C\C=C/C(=O)Nc1cccc(C2=NOC3(C2)C[C@H](C(N)=O)N(C(=O)CC)C3)c1 (stereo partly specified)	7	-8
CC(=O)N1CCc2cc(S(=O)(=O)NC(C(=O)Nc3ccc4c(c3)OCCO4)C(C)C)ccc21 (stereo unspecified)	17	-13
CC(C)(C)n1nnnc1C(c1cccnc1)N1CCN(c2ccccn2)CC1 (stereo unspecified)	-7	-2
CCc1ccc(C(=O)COC(=O)c2cccnc2Cl)cc1	-10	-3
O=C(Cc1ccccc1[N+](=O)[O-])N1CCN(c2ccc(F)cc2)CC1	3	-7
O=C(c1ccc(COc2ccccc2Cl)o1)N1CCCC1	-10	8
COc1ccc(C2C(C#N)=C(N)SC(N)=C2C#N)cc1OC	-8	10
OC(CCN1CC2CCC(CC2)C1)(Cc1ccccc1)c1ccco1 (stereo unspecified)	-10	7
Cc1ccc(CN2C(=O)S/C(=C\c3ccccc3OCC(=O)O)C2=O)cc1	-1	2
CN(C(=O)C1CCCO1)c1nnc(-c2ccccn2)s1 (stereo unspecified)	-8	-1
COc1ccc(NC(=O)NNc2cc(N3CCOCC3)nc(N3CCOCC3)n2)cc1	13	-2
CCOc1ccc(/C=N/n2nnnc2N)cc1O	0	3
NC(=O)c1c(NC(=O)CN2CCN(S(=O)(=O)c3ccccc3)CC2)sc2c1CCC2	-19	0
CC(=O)N(c1nc(CCl)cs1)c1ccc(C)cc1C	-9	3
CN(CC(=O)Nc1cccc(F)c1)CC(=O)Nc1cccc(S(=O)(=O)N(C)c2ccccc2)c1	-8	3
O=C(O)Cc1csc(NC(=O)CSc2nnnn2-c2ccc(O)cc2)n1	2	-1
CC1N(O)C(C)(C)C(c2ccccc2)=[N+]1[O-] (stereo unspecified)	-1	1
O=C(CSc1ncccc1C(=O)O)c1ccccc1F	5	2
COc1cc2cc(CCCOC(=O)c3ccc(C#N)cc3)oc(=O)c2cc1OC	-2	0
Cc1ccsc1CN(C)Cc1nc(C2CC2)no1	-1	-8
CC(C)Nc1ccc(C(CC(N)=O)NC(=O)c2ccccc2)cc1[N+](=O)[O-] (stereo unspecified)	-10	-1
O=C(CSc1nnc(N2CCOCC2)n1-c1cccc(F)c1)N1CCN(c2ccccn2)CC1	-6	-4
Cn1c2ccccc2c2nnc(N/N=C/c3ccc(O)cc3)nc21	-1	1
Cc1ccc(C(=O)CSc2nnnn2C(C)C)c(C)c1	-16	15
CCc1noc(C)c1C(=O)OCC(=O)NCCc1ccc(OC)cc1	-24	4
O=C(Nc1ccc(Br)cc1)c1cc([N+](=O)[O-])cc([N+](=O)[O-])c1	18	-5
COc1ccc(C2CC(=O)c3c(ccc4ccccc34)N2)cc1OC (stereo unspecified)	-3	-3
O=C(NCCc1ccccc1)c1nnc(CS(=O)(=O)c2ccccc2)o1	15	-1
CC(C)Cn1c(SCC(=O)N2CCN(C(=O)c3ccco3)CC2)nc2ccccc2c1=O	7	1
Cc1cccc(CC(=O)NC2CCN(C)CC2)c1	8	11
N/C(=N\OC(=O)CCCc1ccccc1)c1ccccc1Cl	1	9
CCN(C(=O)COc1ccccc1)c1nnc(-c2cccnc2)s1	9	6
CN(C)C(=O)CCc1ccc2c3c([nH]c2c1)[C@]1(C)[C@@H](C(=O)N2CCOCC2)C[C@H](CC(=O)NCCCn2ccnc2)C(=O)N1CC3	5	-10
CCC(C)C(NC(N)=O)C(=O)Nc1ccc(C)c(Cl)c1 (stereo unspecified)	-6	13
COc1ccc(OC(=O)Cc2cccc3ccccc23)cc1	22	-7

The closing five records of the section before come first, to join the parts:
SMILES	H9c2 TAG inh	H9c2 TAG inh DAPI viability
N/C(=N\OC(=O)CCCc1ccccc1)c1ccccc1Cl	1	9
CCN(C(=O)COc1ccccc1)c1nnc(-c2cccnc2)s1	9	6
CN(C)C(=O)CCc1ccc2c3c([nH]c2c1)[C@]1(C)[C@@H](C(=O)N2CCOCC2)C[C@H](CC(=O)NCCCn2ccnc2)C(=O)N1CC3	5	-10
CCC(C)C(NC(N)=O)C(=O)Nc1ccc(C)c(Cl)c1 (stereo unspecified)	-6	13
COc1ccc(OC(=O)Cc2cccc3ccccc23)cc1	22	-7
O=C(NCc1ccncc1)c1cn(-c2ccccc2)nc1-c1cccnc1	-7	0
Cc1nc2nc(SCc3ccccc3)[nH]n2c(=O)c1CCC(C)C	6	3
O=C1C=C(NCCNc2c(F)c(F)c(CO)c(F)c2F)CCC1	-13	-3
O=C(NCc1ccc2c(c1)OCO2)c1ccc2snnc2c1	1	2
CC1CCC(C(=O)NC(C(=O)NCc2ccccn2)C(C)C)CC1 (stereo unspecified)	8	-24
COC(=O)c1cccc(NC(=S)N2CCOCC2)c1	5	6
Cc1nc2c(OCc3ccc(Cl)cc3Cl)cccn2c1N(C)CC1CC1	-4	16
CC(C)n1c(Nn2cnnc2)nc2ccccc21	-13	1
C=CCc1c(C)[nH]c(=S)c(C#N)c1C	12	4
C=CCC1Cc2c(Br)cccc2C(CC=C)N1 (stereo unspecified)	-17	-2
C[C@H](NC(=O)c1nc[nH]c1C(=O)N[C@@H](CCCCNC(=O)OC(C)(C)C)C(=O)OC(C)(C)C)C(=O)OC(C)(C)C	22	-13
O=C1CCC(=O)N1OCCOc1ccc2c(c1)CCC2	6	-6
Cc1ccc(C(=O)OC(C)C(=O)NC(C)CCc2ccccc2)o1 (stereo unspecified)	7	34
O=C(Nc1ccc(Cl)cc1C(=O)NCCN1CCOCC1)c1ccc(Cl)cc1Cl	7	-2
Cc1ccc(NC(=O)CSCC(=O)NCCc2ccccn2)c(C)c1	21	-10
COCCNC(=O)COc1ccc(Br)cc1Cl	-11	4
CCN(Cc1ccccc1)C(=O)c1cc(S(=O)(=O)N2CCOCC2)ccc1N1CCCC1	-19	3
CCc1nc2c(c(=O)c3ccccc3n2C)c(=O)n1C1CCCCCC1	5	10
COc1ccc(N2Cc3ccccc3C2=NC(=O)c2cncc(Br)c2)cc1	-7	10
CCC(=NCCc1ccccc1)C1=C(O)CCC1=O	-10	-5

Filtered by structure, the compounds so far containing a COOH group (three)
SMILES	H9c2 TAG inh	H9c2 TAG inh DAPI viability
Cc1ccc(CN2C(=O)S/C(=C\c3ccccc3OCC(=O)O)C2=O)cc1	-1	2
O=C(O)Cc1csc(NC(=O)CSc2nnnn2-c2ccc(O)cc2)n1	2	-1
O=C(CSc1ncccc1C(=O)O)c1ccccc1F	5	2

Continuation.
SMILES	H9c2 TAG inh	H9c2 TAG inh DAPI viability
CC(C)NC(=O)C(=O)NCCCN1CCOCC1	-2	-6
CC(=O)c1ccc(S(=O)(=O)N2CCN(CC#N)CC2)cc1	-12	5
C[C@H]1CN([C@@H](C)CO)C(=O)c2cc(Br)cnc2O[C@@H]1CN(C)S(=O)(=O)c1ccccc1	3	-5
O=C(N/N=C/C(Cl)=C/c1ccc([N+](=O)[O-])cc1)C(=O)Nc1ccccc1C(=O)O	6	-3
COc1ccccc1C(=O)Nc1cccc(C(=O)c2ccccc2)c1	-16	1
Cc1nn(Cc2ccccc2Cl)c(C)c1C(=O)NCC(c1cccs1)N1CCOCC1 (stereo unspecified)	-2	6
COc1ccc(N(CC(=O)N2CCN(c3ccccc3)CC2)S(=O)(=O)c2ccccc2)cc1	0	3
O=C(c1cc2ccccc2oc1=O)N(Cc1cccc(Br)c1)C1CCS(=O)(=O)C1 (stereo unspecified)	3	2
COc1ccccc1OCC(=O)NC1CCCCCCC1	3	-5
O=C(CCN1CCN(c2ccccc2)CC1)Nc1ccc(Cl)cc1	-17	9
O=C1CSc2ccc(C(=O)N3CCCCC3)cc2N1	9	-8
CC(=O)Nc1ccc(S(=O)(=O)NCC2CCC(C(=O)NCCC(C)C)CC2)cc1 (stereo unspecified)	13	-8
CN(CC(=O)Nc1ccccc1Cl)C(=O)c1cccc(S(=O)(=O)N2CCN(c3ccc(F)cc3)CC2)c1	-25	-3
CCOC(=O)C(CC)(CCC(=O)O)c1csc(N)n1 (stereo unspecified)	5	2
CC1(c2nnc(Cc3ccccc3)o2)CC(c2ccccc2F)=NO1 (stereo unspecified)	15	2
O=C(CN1CCCCCCC1)NC(=O)NC1CCCCC1	7	3
Cc1cccc(N2CC(C(=O)O)CC2=O)c1 (stereo unspecified)	1	7
CC(c1ccccc1)C1C(C#N)=C(N)SC(N)=C1C#N (stereo unspecified)	18	-8
CN(C)S(=O)(=O)c1cccc(-c2nnc(SCCNCCO)n2-c2ccc(F)cc2)c1	-16	7
CC(C)(C)Nc1cccccc1=O	4	-1

Given in markdown: two of the compounds above.
| molecule | H9c2 TAG inh | H9c2 TAG inh DAPI viability |
| --- | --- | --- |
| O=C(CN1CCCCCCC1)NC(=O)NC1CCCCC1 | 7 | 3 |
| Cc1cccc(N2CC(C(=O)O)CC2=O)c1 (stereo unspecified) | 1 | 7 |

(further entries)
SMILES	H9c2 TAG inh	H9c2 TAG inh DAPI viability
O=C(Nc1nnc([C@@H]2C[C@H](O)[C@@H](CO)O2)s1)c1cccc(Cl)c1	16	1
COc1cc(/C=N/NC(=O)c2cc(-c3cccs3)nc3ccccc23)ccc1O	11	15
CCOc1ccccc1NC(=O)NCc1ccccn1	-2	4
COc1ccc(S(=O)(=O)N2CCC(O)(c3ccc(Cl)cc3)CC2)cc1OC	5	1
CC(=O)Nc1cc(-c2ccc(C(=O)N3CCOCC3)cc2)cn2c(-c3ccc(S(C)(=O)=O)cc3)cnc12	6	7
